# hIAP block = human IAP inhibitors, primary screen, biochemical, luminescence, uHTS. Intestinal-type alkaline phosphatase (Homo sapiens), P09923. purified IAP, CDP-Star luminescence, 30 min. inhibition, % at 10 µM. 330,000 compounds, 0.12% hits. AID 2544, 2010;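 active means inhibition reaching a set limit with compound at 10 µM in the primary screen, cut at about 35% in these data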;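 further: plate controls were DMSO wells with enzyme for no effect and no-enzyme buffer wells for full effect; values of inactives mirror those of a sister screen read the other way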
# Target sequence (P09923 whole entry, looked up): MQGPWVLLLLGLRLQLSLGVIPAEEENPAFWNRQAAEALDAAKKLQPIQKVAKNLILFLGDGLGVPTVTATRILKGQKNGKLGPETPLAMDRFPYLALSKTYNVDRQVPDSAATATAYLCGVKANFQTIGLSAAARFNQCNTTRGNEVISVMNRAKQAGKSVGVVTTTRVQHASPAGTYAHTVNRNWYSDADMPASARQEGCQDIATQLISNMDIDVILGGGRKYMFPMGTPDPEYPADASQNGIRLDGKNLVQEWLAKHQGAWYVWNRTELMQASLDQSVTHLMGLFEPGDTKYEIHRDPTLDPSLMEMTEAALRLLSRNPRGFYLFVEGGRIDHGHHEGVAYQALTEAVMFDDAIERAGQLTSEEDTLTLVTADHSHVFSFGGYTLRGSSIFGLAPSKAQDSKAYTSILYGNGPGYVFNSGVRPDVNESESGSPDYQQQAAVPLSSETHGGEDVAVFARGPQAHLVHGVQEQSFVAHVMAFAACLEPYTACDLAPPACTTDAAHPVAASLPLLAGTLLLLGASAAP
# beta cell repl = inducers of MIN6 beta-cell proliferation, primary screen, ATP luminescence, uHTS; MIN6 cells proliferation, ATPlite luminescence, 48 h; cells starved in 0.2% serum; 100% = growth in 10% serum; proliferation, % at 10 µM; 330,000 compounds, 0.29% hits; AID 2380, 2010;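 active means compounds whose signal lies at least 3.5 SD above the mean of all wells on their plate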;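 further: 0% = DMSO-treated cells in low-serum medium and 100% = 10% serum control; some compounds called inactive have numbers as strong as hits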
# APOBEC3G inh = APOBEC3G DNA deaminase inhibitors, primary screen, biochemical, fluorescence, single-stranded DNA substrate, uHTS; recombinant A3G, ssDNA deamination FAM/TAMRA fluorescence; DNA dC->dU-editing enzyme APOBEC-3G (Homo sapiens), Q9HC16; inhibition, % at 20 µM; 330,000 compounds, 0.28% hits;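 active means inhibition of at least 40% at 20 µM, with no more than 30% in the related APOBEC3A deaminase screen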;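 further: plate controls were DMSO wells with A3G for no effect and wells lacking A3G enzyme for full effect; some compounds called inactive have numbers as strong as hits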
# Target sequence (Q9HC16 whole entry, looked up): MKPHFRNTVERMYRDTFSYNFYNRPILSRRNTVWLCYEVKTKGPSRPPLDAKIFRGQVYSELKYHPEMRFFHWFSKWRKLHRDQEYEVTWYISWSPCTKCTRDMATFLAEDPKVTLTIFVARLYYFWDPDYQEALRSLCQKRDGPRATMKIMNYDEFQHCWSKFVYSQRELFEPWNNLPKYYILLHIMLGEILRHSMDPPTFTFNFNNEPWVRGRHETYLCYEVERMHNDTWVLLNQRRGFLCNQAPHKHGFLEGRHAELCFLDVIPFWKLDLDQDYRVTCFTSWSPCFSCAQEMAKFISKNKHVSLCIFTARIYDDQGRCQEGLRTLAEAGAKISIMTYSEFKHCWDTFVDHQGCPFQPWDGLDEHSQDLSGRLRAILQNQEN
# mIAP activ = activators of mouse IAP, primary screen, biochemical, luminescence, uHTS; activation factor at 10 µM; muIAP, CDP-Star luminescence, 30 min; active compounds read high; 1 = vehicle-only enzyme signal, 0 = enzyme-free wells; 330,000 compounds, 0.24% hits; intestinal alkaline phosphatase [Mus musculus]; AID 2805, 2010;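 active means activation factor of at least 2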; further: the source names both 10 and 20 µM as test concentration; values of inactives mirror those of a sister screen read the other way
#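 also added = chemiluminescent substrate CDP-Star | test system = mouse IAP enzyme | signal = chemiluminescence readout | compound = DMSO-dissolved test compounds | incubation = 30 min at room temperature | benchmarks = DMSO wells, no-enzyme wells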
# APOBEC3A inh = APOBEC3A ssDNA deaminase inhibitors, primary screen, selectivity assay for APOBEC3G inhibitor project, biochemical, FAM/TAMRA oligo cleavage fluorescence; AID 493011, 2011; inhibition, % at 20 µM; 330,000 compounds, 0.41% hits; recombinant A3A, FAM/TAMRA ssDNA deamination fluorescence;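 active means at least 40% inhibition at 20 µM here, with at most 30% in a related deaminase screen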;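 further: plate controls were A3A with DMSO for no effect and wells lacking A3A enzyme for full effect; some results filed as inactive read as strong as hits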
# Target sequence (P31941 whole entry, looked up): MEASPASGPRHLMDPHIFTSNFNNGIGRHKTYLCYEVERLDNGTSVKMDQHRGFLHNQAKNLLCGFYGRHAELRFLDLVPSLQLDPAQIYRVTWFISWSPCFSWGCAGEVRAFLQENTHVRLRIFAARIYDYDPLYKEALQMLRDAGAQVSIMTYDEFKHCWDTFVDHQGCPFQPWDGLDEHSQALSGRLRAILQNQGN
# SENP1 FRET inh = human SENP1 catalytic domain inhibitors, primary screen, biochemical, FRET, uHTS; inhibition, % at 10 µM; Sentrin-specific protease 1 (Homo sapiens), Q9P0U3; 360,000 compounds, 0.21% hits; recombinant SENP1 catalytic domain, CyPet-SUMO1-YPet FRET cleavage;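 active means inhibition at least 30% at 10 µM, raw YFP signal under a set limit, fluorescence ratio 0.5 to 1.5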;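 further: 0% = enzyme with DMSO and 100% = no enzyme wells; some results filed as inactive read as strong as hits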
#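 material = recombinant human SENP1 catalytic domain, His6-tagged | quantity = 20 pM enzyme | reagent = 25 nM SUMO1 FRET substrate | compound dosing = 10 µM single point, 0.5% DMSO | timing = 50 min enzyme reaction, room temperature, light-protected | detection = FRET, CFP and YFP emission | control set = no-enzyme low, enzyme-DMSO high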
# hIAP act = human IAP activators, primary screen, biochemical, luminescence, uHTS; Intestinal-type alkaline phosphatase (Homo sapiens), P09923; purified human IAP, CDP-Star luminescence, 30 min; active compounds read high; 1 = vehicle-only enzyme, 0 = enzyme-free background; activation factor at 10 µM; 330,000 compounds, 0.16% hits; AID 2524, 2010;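 active means activation factor of the enzyme at least 2-fold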; further: the source names both 10 and 20 µM as test concentration; values of inactives mirror those of a sister screen read the other way
# mIAP block = inhibitors of mouse IAP, primary screen, biochemical, luminescence, uHTS; intestinal alkaline phosphatase [Mus musculus]; purified mouse IAP, CDP-Star luminescence, 30 min; inhibition, % at 10 µM; 330,000 compounds, 0.2% hits; AID 2806, 2010;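 active means inhibition of at least 40% at 10 µM in the primary screen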;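 further: plate controls were DMSO with enzyme for no effect and no enzyme wells for full effect; values of inactives mirror those of a sister screen read the other way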
# NLRP3 yeast inh = NALP3 inflammasome inhibitors in reconstituted yeast, primary screen, luminescence, uHTS; Yeast reconstituted NLRP3/ASC/caspase-1, beta-gal luminescence, 24 h; inhibition, % at 10 µM; 330,000 compounds, 0.39% hits;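 active means inhibition of 50% or more; inactive means inhibition below 50%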;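 further: plate controls were induced DMSO wells for no effect and uninduced yeast grown without galactose for full effect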
# * marks the source's active call; other numbers are inactive results; . = no result given. Not all compounds are listed; the hit share may differ from the screen's.
SMILES,hIAP block,beta cell repl,APOBEC3G inh,mIAP activ,APOBEC3A inh,SENP1 FRET inh,hIAP act,mIAP block,NLRP3 yeast inh
O=[N+]([O-])c1cnc(Sc2ccncn2)s1,-7,-4,38,1.1,-2,3,1.1,-8,23
CCc1c(C(=O)NNC(=O)Nc2ccc3c(c2)OCO3)csc1C,-46,2,-1,0.99,7,2,1.5,1,7
CCCCNC(=O)CCn1c(=O)c2ccccc2n(Cc2ccc(Cl)cc2)c1=O,-5,-1,-8,1.1,0,2,1.1,-5,-7
Cc1ccccc1NS(=O)(=O)c1ccc(OCC(=O)N2CCCCC2)cc1,14,1,0,1.1,4,0,0.86,-8,14
[N-]=[N+]=CC(=O)CCCN1C(=O)c2ccccc2C1=O,-8,-1,-4,1.1,-6,-1,1.1,-13,10
Cc1ccccc1CN1CCN(Cc2ccc3cccc(F)c3n2)CC1CCO (stereo not given),-8,-2,-7,0.97,-3,-3,1.1,3,18
O=C(c1ccccc1)c1nc[nH]c1C(=O)Nc1ccccn1,-45,-4,30,0.93,-3,-2,1.4,7,27
CNC(=O)/C(C#N)=C1/SC(Cc2ccc(F)cc2)C(=O)N1c1ccccc1 (stereo not given),-1,0,8,0.94,3,6,1,6,10
N[C@@H](Cc1ccc(O)cc1)c1nnc([C@H](CCC(=O)O)NC(=O)C2CCNCC2)o1,-24,-4,-3,0.98,-4,1,1.2,2,9
COc1ccc(NC(=O)CSc2nnc(Cc3cccs3)n2-c2ccc(C)cc2)cc1,-13,-4,-3,0.98,3,1,1.1,2,3
Cc1ccc(CNc2nc(C)nc3sc4c(c23)CCC4)cc1,7,-6,-5,0.95,-3,-18,0.93,5,29
CCCCN(C)CCC(=O)Nc1ccc(OC)cc1OC,3,-1,-1,1,0,-1,0.97,-2,24
Cc1cccc(C)c1NC(=O)CN1C(=O)CCSc2ccc(S(=O)(=O)N3CCCC3)cc21,-5,0,-6,0.95,-5,3,1,5,9
Cc1ccc(Cn2c(CCC(=O)O)nc3ncccc3c2=O)cc1,4,-2,0,1,-1,0,0.96,-3,13
O=C(CN1CCN(c2ccccc2F)CC1)Nc1ccccc1F,-6,4,-7,1,-4,2,1.1,0,5
Cc1[nH]c2ccc3ncccc3c2c1C,0,0,-2,0.95,-2,-5,1,4,1
Cc1ccc(NC(=S)N2CCCN(Cc3ccc(F)cc3)C2)c(C)c1,-14,-6,-5,1.3,-12,-1,1.1,-29,12
Cc1nn(-c2cc(C(F)(F)F)ccn2)c(=O)o1,8,-1,-7,0.89,-1,-1,0.92,11,9
NS(=O)(=O)c1ccc(CCNC(=O)C2CCN(c3ncnc4c3nc3n4CCCCC3)CC2)cc1,-23,-1,-5,0.98,-4,2,1.2,2,11
O=C(Nc1cccc2cccc(NC(=O)c3ccco3)c12)c1ccco1,7,1,0,0.87,2,7,0.93,13,7
C=CCNc1ccccc1S(=O)(=O)NCc1ccccc1,.,.,4,1.2,3,1,.,-25,.
CC[C@@H]1[C@H]2CCCC(=O)N3CC[C@@H](C[C@@H]1OC(=O)NCc1ccccc1)[C@@H]23,-4,1,-4,0.97,1,1,1,3,20
O=C(CN1CCSCC1)N/N=C/c1ccccc1F,14,3,1,0.95,6,3,0.86,5,17
COC1CCCN(C(=O)c2ccc3nc(Cc4cccc(Cl)c4)oc3c2)C1 (stereo not given),16,-2,-6,0.96,-2,0,0.84,4,22
CCOc1ccc(C(=O)C2CCN(C(=O)c3ccc([N+](=O)[O-])cc3)CC2)cc1,19,1,-43,0.98,-4,2,0.81,2,27

# Part of the list above with just APOBEC3G inh and beta cell repl.
SMILES	APOBEC3G inh	beta cell repl
CCCCN(C)CCC(=O)Nc1ccc(OC)cc1OC	-1	-1
Cc1cccc(C)c1NC(=O)CN1C(=O)CCSc2ccc(S(=O)(=O)N3CCCC3)cc21	-6	0
Cc1ccc(Cn2c(CCC(=O)O)nc3ncccc3c2=O)cc1	0	-2

# Next part.
SMILES,hIAP block,beta cell repl,APOBEC3G inh,mIAP activ,APOBEC3A inh,SENP1 FRET inh,hIAP act,mIAP block,NLRP3 yeast inh
COCC(C)NCc1cccc(C)c1 (stereo not given),-12,-2,-3,1,-1,0,1.1,-4,10
O=S(=O)(Nc1nc2ccccc2s1)c1cc(F)ccc1F,9,-2,-6,0.92,-2,-1,0.91,8,6
Cc1ccc(Nc2cccccc2=O)cc1,11,-2,-1,0.93,0,-6,0.89,8,34
O=C(CSc1nnc(-c2ccccc2F)o1)OCc1ccccc1,14,-3,3,1,6,2,0.86,-2,2
CN(c1ccc(OCC(=O)NC2CCCC2)cc1)S(=O)(=O)c1cccs1,-5,2,4,0.99,2,0,1.1,1,1
CN1CCc2c(sc3nc(SCC(N)=O)n(-c4ccc(Cl)cc4)c(=O)c23)C1,5,-1,-7,0.86,-2,-26,0.95,14,-4
COc1ccc(CC(=O)Oc2ccc(C)cc2Br)cc1OC,-13,-5,-6,0.95,2,0,1.1,5,15
CCOC(=O)c1cccc(NC(=O)CSc2nc3cccnc3n2C)c1,10,0,-3,1.1,-3,-1,0.9,-10,-15
COc1ccc(CNC(=O)C2CC(c3cccc(OC)c3)=NO2)cc1 (stereo not given),24,-2,0,1.1,4,-1,0.76,-11,29
O=C(c1ccccc1Cl)N(Cc1ccc(Br)cc1)N1C(=O)CCCC1=O,4,-1,-3,1.1,-4,2,0.96,-11,-12
COC(=O)C(=O)Nc1nnc(COc2ccccc2)s1,-14,-2,3,1.1,5,-2,1.1,-8,10
O=C(Nc1ccccc1-c1nnn(CC(=O)N2CCN(c3ccccc3)CC2)n1)c1cccs1,-5,-1,0,0.97,2,2,1,3,19
Cc1nn(C(=O)c2cccc([N+](=O)[O-])c2)c(C)c1Cl,13,-4,-10,0.89,-4,3,0.87,12,11
O=C(CSc1n[nH]c(-c2cccs2)n1)NCc1ccc2c(c1)OCO2,12,1,-7,1,2,1,0.88,-3,2
O=C(CNCC1CCCO1)N1CCCc2ccccc21 (stereo not given),17,-3,-8,0.96,-4,-1,0.83,4,-2
CCCN1C(=O)C(O)(C2CC(=O)CC(C)(C)O2)c2ccccc21 (stereo not given),-6,-2,-3,0.95,-8,1,1.1,5,5
COC(=O)c1ccc(NC(=O)CSc2nc(C)cc(=O)[nH]2)cc1,-2,-2,-6,0.95,-4,3,1,5,-2
CN(c1nc2nonc2nc1NC1CC1)C1CCOC1 (stereo not given),4,7.6*,-6,0.97,-1,0,0.96,3,3
Cc1cc(C(=O)NC(Cc2c[nH]c3ccccc23)C(=O)O)c(C)o1 (stereo not given),11,6,-8,1.1,-5,-1,0.89,-11,1
O=C(O)CN1C(=O)C2C3C=CC(C3)C2C1=O (stereo not given),8,0,-6,0.98,-2,0,0.92,2,4
O=C(CN1C(=O)c2cccc([N+](=O)[O-])c2C1=O)NNC(=O)c1ccc(F)cc1,9,-1,-5,1,0,-8,0.91,-1,19
CN(C)S(=O)(=O)n1cc(/C=C(\NC(=O)c2ccccc2Cl)C(=O)N2CCCC2)c2ccccc21,8,0,-6,1,-8,2,0.92,0,14
CCOC(=O)C1=C(N)N2C(=O)C(C)SC2=C(C(=O)OCC)C1c1cc(OC)c(OC)c(OC)c1 (stereo not given),-5,0,-3,0.99,1,0,1,1,-3
COc1ccccc1OCCNC(=O)/C=C/c1ccc([N+](=O)[O-])cc1,10,0,-3,1,2,0,0.9,-4,9
Cc1ccc2oc(C(=O)Nc3nnc(CC(C)C)s3)c(C)c2c1,-25,1,-4,0.9,-2,2,1.3,10,-11
SMILES,hIAP block,beta cell repl,APOBEC3G inh,mIAP activ,APOBEC3A inh,SENP1 FRET inh,hIAP act,mIAP block,NLRP3 yeast inh
CCN(CC(O)Cn1c2ccccc2c2ccccc21)S(=O)(=O)c1ccc(C)cc1 (stereo not given),5,-5,-4,1.4,-2,1,0.95,-39,-1
Cc1ccc(S(=O)(=O)CC(=O)Nc2cccc(C)n2)cc1,-5,2,-7,1,-3,-1,1.1,-2,6
COC(=O)C(=O)/C=C(\O)c1ccc(C)cc1,1,0,-7,0.81,0,3,0.99,18,14
Cc1ccc(CN2CC(C(=O)Nc3cccc(S(=O)(=O)N4CCCCC4)c3)CC2=O)cc1 (stereo not given),1,-2,2,1.1,8,-1,0.99,-8,4
Cc1c(C(=O)NCCNc2ncc(C(F)(F)F)cc2Cl)cccc1[N+](=O)[O-],10,1,-3,0.93,1,0,0.9,7,36
O=C(NCC(c1ccc(F)cc1)N1CCOCC1)c1cccnc1Sc1ccccc1Cl (stereo not given),-5,3,-8,0.98,-6,0,1.1,2,-6
COc1nc(NCCN2CCOCC2)nc(Nc2ccccc2)n1,11,0,-2,1,1,-1,0.89,-2,7
Cc1ccc(S(C)(=O)=O)cc1C(=O)NC(C)C1CC2CCC1C2 (stereo not given),6,-2,1,0.96,-1,1,0.94,4,3
CN(C(=O)c1ccco1)c1ccccc1C(=O)O,-4,-1,-4,0.99,-7,1,1,1,5
COc1ccc(-c2csc(NC(CO)c3nc4ccccc4n3Cc3ccc(C)cc3)n2)cc1 (stereo not given),-3,-7,-1,0.95,-3,-2,1,5,6
O=C(CNC(=O)c1ccccc1F)OCc1csc(-c2ccccc2)n1,8,-3,-2,0.99,5,1,0.92,1,15
Cc1cc(C)c2sc(C)[n+](CCCS(=O)(=O)[O-])c2c1,5,0,0,0.99,9,-2,0.95,1,-13
CN1CCN(C(=O)CCC(=O)O)CC1,-5,-1,-4,0.93,-1,2,1.1,7,17
O=C(COC(=O)COc1ccccc1[N+](=O)[O-])Nc1cccc(Br)c1,-8,-2,-3,1,-5,3,1.1,-4,0
O=C1NC(=S)CN1c1ccccc1,7,-1,8,0.88,2,-3,0.93,12,12
Cc1c(C(=O)O)sc(S(=O)(=O)N2CCN(C(=O)Cc3ccc(F)cc3)CC2)c1C(=O)O,11,2,-8,1,0,-2,0.89,0,10
CCC(C)N1CCN(S(=O)(=O)c2ccc(NC(C)=O)cc2)CC1 (stereo not given),-27,-1,-8,1.1,0,-1,1.3,-8,6
O=c1[nH]cc(S(=O)(=O)N2CCN(c3cccc(Cl)c3)CC2)c(=O)[nH]1,8,-2,-8,1,-4,2,0.92,0,-16
Cn1cnc(S(=O)(=O)NCc2ccc(Br)cc2)c1,12,1,10,1,2,1,0.88,-3,12
CC(=O)Oc1ccc2oc(C)c(C(=O)N3CCOCC3)c2c1,-1,1,-4,0.97,-3,0,1,3,6

# From PubChem
